From PubChem
GPR55 antagonists: inhibition of LPI-stimulated GPR55 beta-arrestin translocation – imaging, U2OS, beta-arrestin-GFP, LPI agonist, primary screen (AID 2013); U2OS GPR55 beta-arrestin-GFP translocation imaging, LPI antagonism; higher % means a stronger effect; one-dose inhibition, % at 10 µM; IC50 in µM for titrated hits; 290,000 tested, 0.13% active;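 active = spots per cell inhibited over 60%, with over 100 cells counted and total cytoplasm intensity under 500,000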;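 note: U2OS cells stably carrying GPR55 and arrestin-GFP stimulated by 5 µM LPI near EC80; imaged beta-arrestin-GFP aggregate spots per cell after agonist stimulation; plate controls were LPI-stimulated DMSO wells for no effect and DMSO wells without LPI for full effect; some results filed as inactive read as strong as hits; confirmed hits need IC50 under 10 µM and bright autofluorescent wells are also inconclusive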
Dengue-2 NS5 capping: Dengue-2 NS5 methyltransferase inhibitors, primary screen, biochemical, confirmation dose response (AID 588689); Dengue-2 NS5 methyltransferase capping enzyme assay, biochemical; higher % means a stronger effect; inhibition, % at 25 µM; hits with a dose series show IC50 in µM; 340,000 tested, 0.3% active; in the data active = a potency from the dose series
Large T inhibition: SV40 large T antigen inhibitors, biochemical (AID 1903) | one-dose inhibition, % at 20 µM; IC50 in µM for titrated hits | 310,000 tested, 0.39% active | SV40 large T antigen ATPase/helicase inhibition assay; higher % means a stronger effect; in the data active = a potency from the dose series; note: strong numbers were not always called active
Yfh1-depleted yeast: mitochondrial function rescue without frataxin homolog – Friedreich's ataxia, plus single-dose screen, dose response (AID 1465). S. cerevisiae Yfh1-off respiration, WST-1 reduction, 72 h; higher fold induction means a stronger effect. one-dose fold induction at 50 µM; EC50 in µM for titrated hits. 220,000 tested, 0.074% active;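 active = fold induction of absorbance versus untreated yeast above a set limit, then at least 30% activation at any dose in follow-up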;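 note: activators that raise dye reduction in frataxin-depleted yeast; strong numbers were not always called active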
GPR55 activation: selective activators of receptor GPR55 – imaging, U2OS cells, beta-arrestin-GFP redistribution, primary screen (AID 1961); U2OS GPR55 beta-arrestin-GFP redistribution imaging; higher % means a stronger effect; 290,000 tested, 0.048% active; activation, % at 10 µM, or EC50 in µM where a hit was titrated;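 active = activation above 40% with more than 50 cells counted in the well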;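 note: U2OS osteosarcoma cells stably expressing GPR55 and beta-arrestin-GFP; plate controls were DMSO negative control for no effect and LPI positive control for full effect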
NTR1 ag: agonists of NTR1, primary screen, imaging, U2OS cells, beta-arrestin-GFP, high content (AID 493036). NTR1-U2OS beta-arrestin-GFP spot imaging, agonist mode. P30989. activation, % at 20 µM. 330,000 tested, 0.17% active;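 active = activation at or above 40% of the spot to cytoplasm intensity ratio, with at least 20 cells analyzed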;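 note: 0% = DMSO without peptide and 100% = 100 nM NTR1 peptide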
Target sequence (P30989 whole entry, looked up): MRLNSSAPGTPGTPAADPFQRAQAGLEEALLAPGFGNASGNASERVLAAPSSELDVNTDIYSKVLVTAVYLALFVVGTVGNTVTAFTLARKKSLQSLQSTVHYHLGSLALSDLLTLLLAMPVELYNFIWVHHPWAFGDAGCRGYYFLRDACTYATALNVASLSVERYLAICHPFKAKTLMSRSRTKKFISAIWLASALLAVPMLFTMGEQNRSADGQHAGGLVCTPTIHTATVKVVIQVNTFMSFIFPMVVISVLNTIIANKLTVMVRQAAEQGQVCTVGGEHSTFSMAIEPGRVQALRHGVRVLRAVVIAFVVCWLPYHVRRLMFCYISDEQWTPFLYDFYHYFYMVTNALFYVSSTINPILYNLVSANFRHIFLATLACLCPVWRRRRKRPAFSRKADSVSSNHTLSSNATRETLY
Rac1 GTP hydrolysis: MgcRacGAP GTPase-activating activity inhibitors, confirmation, biochemical, ADP Hunter fluorescence; inhibition, % at 30 µM, or IC50 in µM where a hit was titrated; MgcRacGAP-stimulated Rac1 GTP hydrolysis, ADP Hunter fluorescence; higher % means a stronger effect; GST-tagged Rac1 F28L mutant substrate; AID 624330; 340,000 tested, 0.6% active;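 active = first-screen hits whose inhibition reached a set limit at any dose in the follow-up dose series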;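 note: fluorescence reports GDP produced by GAP-driven GTP hydrolysis; strong numbers were not always called active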
GPR35 antagonists: inhibition of zaprinast-stimulated GPR35 beta-arrestin translocation – imaging, U2OS, beta-arrestin-GFP, zaprinast agonist, primary screen (AID 2058); U2OS GPR35 beta-arrestin-GFP translocation imaging, zaprinast antagonism; higher % means a stronger effect; one-dose inhibition, % at 10 µM; IC50 in µM for titrated hits; 290,000 tested, 0.052% active;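 active = inhibition of at least 50% with at least 30 cells and total cytoplasm GFP at most 10,000,000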
AID2073: disruptors of CaV2.2 binding to Mint1 – biochemical, HTRF (AID 2073). HTRF protein-protein interaction, Mint1-CaV2.2; higher % means a stronger effect. inhibition, % at 20 µM, or IC50 in µM where a hit was titrated. 290,000 tested, 0.19% active; in the data active = inhibition mostly above about 51%, no sharp cut-off; note: some results filed as inactive read as strong as hits
NTR1 ag cell count 20 µM: recorded beside NTR1 ag, whose call it bears; cell count; measured here: cell count, cytotoxicity flag
An asterisk follows results filed as active; i = inactive; . = no result given.

The first seven records, ahead of the listing:
nr	molecule	GPR55 antagonists	Dengue-2 NS5 capping	Large T inhibition	Yfh1-depleted yeast	GPR55 activation
1	COc1cc(CNCc2ccc(SC)cc2)cc(OC)c1	4%	3%	1%	i	0.5%
2	COc1cc(CNc2ccc(CNc3ncn[nH]3)cc2)cc(Cl)c1OCc1ccccc1	0%	5%	19%	i	-0.1%
3	CCOC(=O)N1CCC(NC(=O)CS(=O)Cc2nc(-c3ccc(C)cc3)oc2C)CC1 (stereo not drawn)	-2%	3%	12%	.	0.3%
4	Cc1cc(C(=O)N/N=C/c2cn(C)nc2C)c2ccccc2n1	18%	0%	11%	.	-0.1%
5	COc1ccc(OC)c(NC(=O)CCN2CCN(c3ccccc3F)CC2)c1	-6%	2%	5%	i	-0.1%
6	COc1ccccc1CNC(=O)COC(=O)Cc1ccsc1	-20%	3%	-6%	i	-0.8%
7	Cc1nc(N2CCOCC2)nc(OCCN2CCOCC2)c1[N+](=O)[O-]	5%	-3%	5%	i	0.4%

nr	NTR1 ag	NTR1 ag cell count 20 µM	Rac1 GTP hydrolysis	GPR35 antagonists	AID2073
1	1.9	39	24%	1%	-10%
2	7.7	9	3%	-17%	2%
3	-0.6	65	1%	11%	-1%
4	-0.7	54	8%	12%	-9%
5	-0.1	88	5%	6%	-1%
6	.	.	6%	3%	-3%
7	-0.5	73	12%	-14%	-5%

This part in full, repeating the preview:
nr	molecule	GPR55 antagonists	Dengue-2 NS5 capping	Large T inhibition	Yfh1-depleted yeast	GPR55 activation
1	COc1cc(CNCc2ccc(SC)cc2)cc(OC)c1	4%	3%	1%	i	0.5%
2	COc1cc(CNc2ccc(CNc3ncn[nH]3)cc2)cc(Cl)c1OCc1ccccc1	0%	5%	19%	i	-0.1%
3	CCOC(=O)N1CCC(NC(=O)CS(=O)Cc2nc(-c3ccc(C)cc3)oc2C)CC1 (stereo not drawn)	-2%	3%	12%	.	0.3%
4	Cc1cc(C(=O)N/N=C/c2cn(C)nc2C)c2ccccc2n1	18%	0%	11%	.	-0.1%
5	COc1ccc(OC)c(NC(=O)CCN2CCN(c3ccccc3F)CC2)c1	-6%	2%	5%	i	-0.1%
6	COc1ccccc1CNC(=O)COC(=O)Cc1ccsc1	-20%	3%	-6%	i	-0.8%
7	Cc1nc(N2CCOCC2)nc(OCCN2CCOCC2)c1[N+](=O)[O-]	5%	-3%	5%	i	0.4%
8	CCC1CCCCN1C1Sc2ccc(C(=O)OC)cc2NC1=O (stereo not drawn)	8%	-18%	14%	i	-0.4%
9	CCCNCC1C(Oc2ccc(Cl)cc2Cl)C(=O)N1c1cccc(C)c1C (stereo not drawn)	28%	-6%	18%	i	-0.1%
10	C/C(=N/NC(=O)Cc1cccc2ccccc12)c1cccs1	-2%	-5%	1%	i	-0.1%
11	COc1ccc(C2=NOC(C(=O)Nc3ccc4c(c3)OCO4)C2)cc1 (stereo not drawn)	-3%	1%	1%	.	-0.2%
12	Cc1cc2nc(SC(C)C(=O)O)[nH]c2cc1C (stereo not drawn)	0%	-2%	10%	i	0.3%

nr	NTR1 ag	NTR1 ag cell count 20 µM	Rac1 GTP hydrolysis	GPR35 antagonists	AID2073
1	1.9	39	24%	1%	-10%
2	7.7	9	3%	-17%	2%
3	-0.6	65	1%	11%	-1%
4	-0.7	54	8%	12%	-9%
5	-0.1	88	5%	6%	-1%
6	.	.	6%	3%	-3%
7	-0.5	73	12%	-14%	-5%
8	3.2	45	1%	7%	-4%
9	2.1	93	4%	-10%	-2%
10	-3.0	94	2%	0%	0%
11	0.3	89	6%	-14%	6%
12	-0.9	78	8%	5%	2%

(list continues)
nr	molecule	GPR55 antagonists	Dengue-2 NS5 capping	Large T inhibition	Yfh1-depleted yeast	GPR55 activation
13	O=C1[C@@H]2Cc3c([nH]c4ccccc34)C(c3cccc([N+](=O)[O-])c3)N2C(=O)CN1C1CCN(Cc2ccccc2)CC1 (stereo partly drawn)	1%	-14%	4%	.	0.4%
14	c1ccc(-c2noc(-c3cccnc3)n2)cc1	0%	-1%	16%	i	-0.4%
15	O=C(O)C1CC=CCC1C(=O)Nc1ccc(S(=O)(=O)N2CCCc3ccccc32)cc1 (stereo not drawn)	43%	-5%	13%	i	0.1%
16	Cc1csc(NC(=O)CCn2c(=O)sc3ccccc32)n1	-15%	-9%	16%	i	-0.1%
17	O=C(CSc1nccc(=O)[nH]1)Nc1ccc(F)c(Cl)c1	-9%	2%	11%	i	-0.1%
18	O=C(NCCC(=O)N(CCc1ccccc1)Cc1ccccc1)c1ccccc1Cl	.	2%	2%	.	.
19	O=C(NCc1nc2ccccc2[nH]1)C1=C[C@@H](c2ccc(C(F)(F)F)cc2)C[C@@H](OCCCCO)O1	.	-10%	11%	i	.
20	Cc1noc(C)c1CSc1nnc(-c2ccccc2)o1	12%	-9%	8%	i	-0.4%
21	CCOC(=O)C1CCN(C(=O)COc2cccc(C)c2)CC1	9%	-3%	5%	i	-0.1%
22	CCN(CC)C(=O)C12CC3CC(CC(Br)(C3)C1)C2	5%	-10%	21%	i	-0.3%
23	Cc1cc(Cl)c2ccc(Cl)cc2n1	-1%	-2%	8%	i	-0.6%
24	COc1ccccc1C(=O)Nc1ccnn1C1CCN(Cc2ccn[nH]2)CC1	16%	-1%	4%	.	-0.1%

nr	NTR1 ag	NTR1 ag cell count 20 µM	Rac1 GTP hydrolysis	GPR35 antagonists	AID2073
13	12	88	2%	-8%	20%
14	1.5	65	6%	-7%	4%
15	1.5	76	-2%	5%	-5%
16	-1.0	94	8%	-19%	-1%
17	0.4	64	22%	14%	5%
18	-0.5	66	7%	.	.
19	2.4	66	8%	.	.
20	0.7	53	9%	8%	1%
21	-1.2	21	-9%	31%	3%
22	0.5	40	-3%	-6%	-5%
23	-0.2	44	0%	-4%	25%
24	1.5	49	7%	4%	-1%

The list goes on:
nr	molecule	GPR55 antagonists	Dengue-2 NS5 capping	Large T inhibition	Yfh1-depleted yeast	GPR55 activation
25	CN1CCN(C(=O)C2CC(=O)N(c3ccc(Cl)cc3)C2)CC1 (stereo not drawn)	8%	-5%	0%	.	-0.2%
26	COc1ccc(CONS(=O)(=O)c2ccc(NC(C)=O)cc2)cc1Cl	14%	0%	-3%	i	-0.1%
27	Cc1ccccc1NC(=O)CC(=O)Nc1ccccc1C	6%	-3%	16%	.	0.0%
28	CC(C)=CCc1cc(-c2oc3cc(O)cc(O)c3c(=O)c2O)ccc1O	.	1%	9%	i	.
29	CC1(C)CCSC(/C=C/c2ccccc2)=N1	38%	-11%	.	i	3.1%
30	CCN(CC)c1ccc(/C=C2\C(=O)N(c3nnc(C)c(=O)[nH]3)N=C2C)cc1	-6%	-25%	54µM*	i	2.0%
31	COCc1cccc(N2C(=O)CC(C3C=C(C)C4C(=O)N(c5cccc(COC)c5)C(=O)C4C3)C2=O)c1 (stereo not drawn)	11%	-3%	5%	i	0.5%
32	COc1ccc(C)cc1NC(=O)C(OC(=O)CNC(=O)c1ccc(Oc2ccccc2)cc1)c1ccccc1 (stereo not drawn)	-1%	-7%	6%	i	-0.2%
33	NC(=O)C1CCN(c2nc3c(S(=O)(=O)c4ccccc4)nnn3c3ccccc23)CC1	15%	0%	9%	.	0.3%
34	Cc1nc2ccc(C(=O)Nc3cccc([N+](=O)[O-])c3)cc2s1	-11%	-12%	5%	i	-0.1%
35	CC(=O)NS(=O)(=O)c1ccc(NC(=S)NC(=O)Cc2ccccc2)cc1	6%	-12%	57%	i	0.1%
36	CCNC(=S)NNC(=O)Cn1nc(C)cc1C	22%	-6%	14%	i	-0.2%

nr	NTR1 ag	NTR1 ag cell count 20 µM	Rac1 GTP hydrolysis	GPR35 antagonists	AID2073
25	-0.5	55	-6%	4%	2%
26	1.0	62	11%	7%	-9%
27	0.7	87	10%	0%	-9%
28	21	95	3%	.	.
29	15	89	16%	7%	17%
30	22	51	32%	-4%	-9%
31	-0.5	51	5%	1%	-7%
32	1.4	80	4%	7%	4%
33	0.6	54	10%	9%	7%
34	4.8	45	0%	-2%	-5%
35	1.3	49	3%	5%	14%
36	1.5	82	12%	-13%	-29%

Further compounds
nr	molecule	GPR55 antagonists	Dengue-2 NS5 capping	Large T inhibition	Yfh1-depleted yeast	GPR55 activation
37	COc1ccc(CNC(=O)CN2C(=O)CSc3ccc(S(=O)(=O)N4CCOCC4)cc32)c(OC)c1	-17%	-10%	8%	.	0.8%
38	CC(=O)c1cccc(NC(=O)Nc2ccc3c(c2)OCO3)c1	-12%	-15%	23%	.	-0.1%
39	O=C(Cc1ccccc1)NCCc1c[nH]c2ccccc12	1%	5%	12%	.	0.7%
40	COc1ccc([N+](=O)[O-])cc1NCc1ccco1	2%	-5%	7%	i	-0.1%
41	Cc1ccc(S(=O)(=O)N(C)C)cc1NC(=O)COC(=O)c1sc2cc(Cl)ccc2c1Cl	0%	0%	13%	i	-0.1%
42	Cc1onc(-c2c(F)cccc2Cl)c1C(=O)N1CCc2ccccc21	1%	-9%	13%	i	-0.1%
43	CCC(=O)N1CCc2cc(S(=O)(=O)CCC(=O)NCc3ccc(OC)cc3)ccc21	-10%	-5%	-4%	.	0.1%
44	Cc1cnc(=O)[nH]c1SCC(=O)c1ccc(F)cc1	-3%	11%	10%	.	-0.1%

nr	NTR1 ag	NTR1 ag cell count 20 µM	Rac1 GTP hydrolysis	GPR35 antagonists	AID2073
37	-0.2	53	2%	2%	5%
38	-0.9	61	6%	2%	0%
39	0.9	61	15%	-9%	-3%
40	2.1	51	12%	11%	11%
41	-0.3	76	3%	-2%	19%
42	-0.7	67	7%	20%	-6%
43	1.6	56	8%	9%	4%
44	0.2	64	17%	-2%	-8%
